High-throughput results as filed in PubChem BioAssay.
PAFAH2 FP inh: inhibitors of human PAFAH2; Q99487; recombinant PAFAH2, FP-rhodamine activity probe, fluorescence polarization; inhibition, % at 3.39 µM; 340,000 compounds, 0.99% hits;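 active = inhibition above the mean over all tested compounds plus 3 SD, cut at about 30% in these data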;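 note: inhibitors block probe labeling of enzyme so polarization drops; 0% = enzyme with DMSO and 100% = wells lacking PAFAH2 protein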
PME-1 primary: blocks human protein phosphatase methylesterase 1; recombinant PME-1, FP-Rh probe fluorescence polarization; 320,000 compounds, 0.53% hits; Q9Y570; inhibition, % at 5.9 µM;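 active = inhibition above the campaign mean of all compounds plus 3 SD, cut at about 26% in these data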;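 note: competitive labeling of PME-1 active site by serine hydrolase directed probe; 0% = PME-1 with DMSO and 100% = wells lacking PME-1 enzyme; inhibitors block probe labeling so polarization falls and inhibition rises; many of its hits are not listed in these tables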
Target sequence (Q9Y570 whole entry, looked up): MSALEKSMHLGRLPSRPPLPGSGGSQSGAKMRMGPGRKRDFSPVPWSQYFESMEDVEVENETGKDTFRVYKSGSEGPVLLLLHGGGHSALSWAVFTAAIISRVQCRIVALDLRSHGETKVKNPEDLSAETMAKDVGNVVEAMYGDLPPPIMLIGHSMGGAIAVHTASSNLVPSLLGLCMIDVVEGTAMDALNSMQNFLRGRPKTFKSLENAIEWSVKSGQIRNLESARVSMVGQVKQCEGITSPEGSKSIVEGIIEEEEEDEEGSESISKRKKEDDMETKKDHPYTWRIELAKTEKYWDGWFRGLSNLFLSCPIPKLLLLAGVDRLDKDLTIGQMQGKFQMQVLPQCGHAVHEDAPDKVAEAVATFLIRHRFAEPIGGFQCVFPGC
PAFAH1B2 inh: blocks human PAF acetylhydrolase 1b catalytic subunit 2 | P68402 | recombinant PAFAH1B2, FP-rhodamine activity probe, fluorescence polarization | inhibition, % at 3.39 µM | 340,000 compounds, 1.2% hits | AID 492953;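 active = inhibition above the mean of all tested compounds plus 3 SD, cut at about 24% in these data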;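 note: 0% = enzyme with DMSO and 100% = wells lacking PAFAH1B2; many of its hits are not listed in these tables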
PAD4 inh: PAD4 (human) enzyme inhibition; Q9UM07; recombinant PAD4, RCA probe fluorescence polarization; inhibition, % at 6.36 µM; 330,000 compounds, 0.41% hits;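 active = percent inhibition above a cutoff equal to the mean of all tested compounds plus 3 SD, cut at about 15% in these data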;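 note: 0% = PAD4 with RCA probe and DMSO and 100% = probe without PAD4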
Target sequence (Q9UM07 whole entry, looked up): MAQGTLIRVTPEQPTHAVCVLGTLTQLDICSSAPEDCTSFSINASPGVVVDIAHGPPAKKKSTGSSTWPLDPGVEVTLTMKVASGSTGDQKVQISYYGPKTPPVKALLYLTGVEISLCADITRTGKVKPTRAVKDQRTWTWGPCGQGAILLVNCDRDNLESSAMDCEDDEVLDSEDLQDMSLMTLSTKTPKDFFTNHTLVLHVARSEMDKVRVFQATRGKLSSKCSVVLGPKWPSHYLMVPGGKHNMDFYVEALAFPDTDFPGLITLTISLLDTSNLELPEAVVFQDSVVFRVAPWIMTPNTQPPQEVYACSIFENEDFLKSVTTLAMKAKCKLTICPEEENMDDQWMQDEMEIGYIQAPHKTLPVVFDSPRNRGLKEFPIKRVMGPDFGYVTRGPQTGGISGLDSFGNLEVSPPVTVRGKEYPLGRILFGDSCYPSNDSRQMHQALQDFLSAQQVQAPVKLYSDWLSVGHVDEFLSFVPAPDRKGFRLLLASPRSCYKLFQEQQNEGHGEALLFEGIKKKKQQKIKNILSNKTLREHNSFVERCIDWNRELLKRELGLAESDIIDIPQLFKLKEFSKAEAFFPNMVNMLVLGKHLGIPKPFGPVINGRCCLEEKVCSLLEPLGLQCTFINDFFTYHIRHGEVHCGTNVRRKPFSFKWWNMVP
LYPLA1 inh: blocks human lysophospholipase 1, a PME1 counter-screen | O75608 | recombinant LYPLA1, FP-Rh probe fluorescence polarization | inhibition, % at 5.9 µM | 320,000 compounds, 0.16% hits;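 active = inhibition above the mean of all tested compounds plus 3 SD, set per campaign, cut at about 14% in these data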;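 note: inhibitors block serine hydrolase probe labeling of LYPLA1 so polarization falls; 0% = enzyme with DMSO and 100% = wells lacking LYPLA1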
LYPLA2 inh: LYPLA2 (human) inhibition in PME1 counter-screen; O95372; recombinant LYPLA2, FP-Rh probe fluorescence polarization; inhibition, % at 5.9 µM; 320,000 compounds, 0.38% hits;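 active = inhibition above the screen-wide mean plus 3 SD, limit set per campaign, cut at about 26% in these data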;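 note: 0% = LYPLA2 with DMSO and 100% = wells lacking LYPLA2 enzyme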
pPAFAH inh: pPAFAH (human) enzyme inhibition | Q13093 | recombinant pPAFAH, FP-rhodamine probe fluorescence polarization | inhibition, % at 3.39 µM | 330,000 compounds, 1.5% hits | AID 463082;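 active = inhibition above the mean inhibition across the screen plus 3 SD, cut at about 25% in these data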;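 note: inhibitors block binding of the rhodamine activity-based probe so polarization drops; 0% = enzyme with DMSO and 100% = wells lacking pPAFAH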
PAFAH1B3 inh: blocks human PAF acetylhydrolase 1B catalytic subunit 3; Q15102; recombinant PAFAH1B3, FP-rhodamine probe, fluorescence polarization; 340,000 compounds, 0.28% hits; inhibition, % at 3.39 µM;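 active = inhibition above the screen-wide average of all tested compounds plus 3 SD, cut at about 25% in these data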;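 note: 0% = enzyme with DMSO only and 100% = wells lacking PAFAH1B3 protein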
GSTO1 counter: counter-screen for RBBP9 inhibitors: inhibitors of human GSTO1; AID 1974; recombinant GSTO1, activity-based probe fluorescence polarization; inhibition, % at 5.96 µM; 300,000 compounds, 1.1% hits; P78417;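 active = inhibition above the campaign mean inhibition plus 3 SD, cut at about 35% in these data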;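 note: 0% = GSTO1-1 with DMSO and 100% = wells lacking GSTO1-1 enzyme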
The depositor's hits bear a star; nt = no result given. The list is partial; count on the stated rates, not on these rows.

SMILES	PAFAH2 FP inh	PME-1 primary	PAFAH1B2 inh	PAD4 inh	LYPLA1 inh	LYPLA2 inh	pPAFAH inh	PAFAH1B3 inh	GSTO1 counter
CCN(CC)S(=O)(=O)c1ccc(S(=O)(=O)N2CCCC(C(=O)NC3CC3)C2)cc1 (configuration not stated)	-11	-4	3	3	-1	3	11	8	2
COc1ccccc1C(=O)NNC(=O)c1ccc(Br)o1	-1	2	-1	2	1	3	4	6	0
COCCCNC(=O)CCc1nc(-c2ccccc2Cl)no1	6	3	1	-1	1	10	6	3	-4
Cc1ccc(NC(=O)c2cc(S(=O)(=O)N3CCCC3)c[nH]2)c(C)c1	5	-3	-1	0	0	-5	-8	-4	5
COc1ccc(-c2nn3cnnc3s2)cc1OC	2	0	2	-2	2	10	-6	-6	2
COCCOC(=O)c1c(C)oc2ccc(OCC=C(C)C)cc12	1	-4	4	-4	-2	5	2	4	3
Cn1c(=O)c2[nH]c(-c3ccccc3O)nc2n(C)c1=O	nt	11	nt	-3	-1	-5	4	nt	38*
CC1CN(S(=O)(=O)c2ccc(NC(=O)c3cc(-c4ccccc4O)n[nH]3)cc2)CC(C)O1 (configuration not stated)	-24	-77	0	-3	-58	-89	-25	-1	-42
Cn1c(SCC(=O)Nc2sccc2C(N)=O)nnc1-c1ccncc1	2	-15	2	-4	-4	1	0	11	-2
N#Cc1c(N)oc(-c2ccccc2)c1-c1ccccc1	-7	-3	4	2	-3	1	-5	-2	12
CN1C(=O)c2ccc(NC(=O)CCS(=O)(=O)c3ccccc3)cc2C1=O	-5	1	-1	-3	-3	-8	1	6	-3
CC(C)(C)c1ccc(C(=O)OCC(=O)N2CCC(c3ccccc3)=N2)cc1	3	3	4	-1	-5	-11	-2	1	nt
CN1CCN(C(=S)NC(=O)/C=C/c2cccs2)CC1	-3	6	-4	0	-1	12	2	-3	11
COc1cccc(-n2c(SCC(N)=O)nc3ccccc3c2=O)c1	-3	2	-1	-6	-5	-5	2	4	2
O=C(CC(c1ccccc1)(c1ccccc1)c1ccccc1)N[C@@H](Cc1ccccc1)C(=O)O	0	-3	25*	-4	0	4	7	4	0
Cc1nnc(SCc2ccccc2F)n1NCc1cccs1	2	5	2	2	1	3	9	4	11
CC(=O)N1CCCc2cc(S(=O)(=O)N3CCCC(C)C3)ccc21 (configuration not stated)	4	2	10	3	-3	-6	0	10	10
CCOc1cc(-c2c(C#N)c(N)nc3c2CCCC3)ccc1O	0	5	0	-1	-2	-1	1	0	-13
CCOC(=O)C1=C(COC(=O)[C@@H](NC(=O)c2cccc(C)c2)C(C)C)NC(=O)NC1C (some centres not stated)	1	nt	1	-12	nt	nt	1	9	nt
CCC(C)NC(=O)c1ccccc1NC(=O)c1ccc(CSc2ccccc2)cc1 (configuration not stated)	-21	-5	20	-3	-8	-16	1	-4	1
COc1cc(OC)cc(C(=O)OCC(=O)NC(c2ccccc2)c2ccccc2)c1	-2	1	2	-1	2	4	1	3	nt
CNC(=S)NNC(=O)CNc1ccc(C)c(Cl)c1	-1	5	6	-3	0	1	6	2	8
CC(=O)NS(=O)(=O)c1ccc(NC(=O)c2cc(-c3ccc(C)c(C)c3)nc3ccccc23)cc1	-10	-4	-9	-8	-10	-3	-3	4	-11
N#CCCNS(=O)(=O)c1ccc(C(=O)OCCCOC(=O)c2ccc(S(=O)(=O)NCCC#N)cc2)cc1	4	7	-1	-1	1	1	-2	4	1
Cc1nc(/C=C/c2ccccc2)[nH]c(=O)c1-c1ccccc1	0	-2	4	2	2	-1	4	11	-6
O=C(CN(Cc1ccccc1)S(=O)(=O)c1ccc(F)cc1)NCc1ccncc1	11	1	6	1	-1	-4	1	2	3
CCOc1ccc(/C=N/NC(=O)NC23CC4CC(CC(C4)C2)C3)cc1O	21	15	12	-8	3	-7	8	9	-5
CC(=O)c1ccc(NC(=O)Cc2ccsc2)cc1	2	8	9	0	-4	5	-5	2	4
O=C(CNCc1cccs1)Nc1ccc(N2CCCCCC2)cc1	10	-2	13	-3	3	2	6	17	5
COc1ccc(N2CCN(C(c3cccs3)C(C)NC(=O)C(=O)N3CCOCC3)CC2)cc1 (configuration not stated)	-3	-2	8	2	3	10	2	6	6
CNc1nc(-c2ccccc2)cc(C)c1S(C)(=O)=O	2	2	4	-2	4	5	3	5	1
O=C(CNS(=O)(=O)c1ccc(Br)cc1Cl)OCC(=O)N1CCCC1=O	1	3	8	0	0	-8	-4	8	nt
Cc1ccc(CNC(=O)COC(=O)c2ccc(Br)cc2)cc1	6	-4	1	2	-2	0	8	7	9
CC(=O)Oc1ccc2nc(-c3ccco3)oc(=O)c2c1	11	-1	3	0	5	1	0	10	-2
CCN(CC)c1ccc(/C=N/NC(=O)c2ccco2)c(O)c1	17	-1	7	1	2	6	6	16	-7
Cc1cc(C)cc(-n2c(SCC(=O)NCc3ccco3)nc3ccccc3c2=O)c1	-2	10	2	-4	3	8	-2	5	-2
CC(=O)c1ccc(N2CCN(C(=O)CCCc3nc4ccccc4s3)CC2)cc1	-9	5	-1	3	6	42*	4	1	0
O=C(CCCn1c(SCC(=O)Nc2ccccc2Cl)nc2ccccc2c1=O)NCC1CCCO1 (configuration not stated)	7	3	4	-7	-1	2	2	-1	6
Cc1occc1C(=O)/C(C#N)=C/c1ccc(O)c(Br)c1	9	-1	6	-7	-3	-2	13	6	22
Fc1ccccc1Nc1ncnc2c1nnn2Cc1ccccc1	-4	-7	1	2	3	-5	5	5	5
CC1(C)Oc2ccc3ccc(=O)oc3c2C[C@H]1O[C@@H]1O[C@H](CO)[C@@H](O)[C@H](O)[C@H]1O	8	nt	1	5	nt	nt	1	5	nt
CC(=O)c1ccc(-c2ccc(C(=O)Nc3nc(C)c(C(C)=O)s3)o2)cc1	7	-14	-4	-7	-1	-4	-1	-2	nt
CCOc1ccccc1C(=O)Nc1nnc(COC)s1	-2	3	-1	-6	5	2	-5	4	2
O=C(CCc1ccccc1)N[C@@H]1c2ccccc2CC[C@@H]1OCc1ccccc1	-8	nt	2	3	nt	nt	0	5	nt
O=C(O)CSc1nc2ccccc2nc1Cc1ccccc1F	5	2	1	-9	-3	0	8	-5	-1
Cc1ccc(OCC(=O)Nc2ccc(C(N)=O)cc2)cc1	1	-21	1	2	-1	0	5	4	-5
Cc1ccc(C(C)C)c(OCc2nn(CC(=O)c3ccc(Cl)cc3)c3[n+]2CCCCC3)c1	6	-5	5	-5	-3	-1	3	6	14
COc1ccc(-c2nnc(SCC(=O)Nc3c(Cl)cc(Cl)cc3C(=O)O)o2)cc1	11	nt	4	-1	nt	nt	-1	7	nt
Cc1ccc(-c2nnc(N3CCN(c4ccccn4)CC3)c3ccccc23)cc1	8	3	2	10	0	0	6	6	-2
O=C(c1ccco1)N1CCN(C(=O)C(Cc2ccccc2)NS(=O)(=O)c2cccs2)CC1 (configuration not stated)	1	4	16	-4	-2	0	2	7	-1

Further structures
SMILES	PAFAH2 FP inh	PME-1 primary	PAFAH1B2 inh	PAD4 inh	LYPLA1 inh	LYPLA2 inh	pPAFAH inh	PAFAH1B3 inh	GSTO1 counter
COc1ccc(/C(C)=N/NC(=O)c2ccc3nc[nH]c3c2)cc1	3	-1	0	-4	-2	-1	6	10	-7
C/C(=N\NC(=O)CN(c1ccccc1)S(=O)(=O)c1ccccc1[N+](=O)[O-])C(C)(C)C	4	1	-1	-1	-2	-3	9	7	-3
COc1ccc(S(=O)(=O)N2c3ccccc3OCC2c2ccccc2)cc1 (configuration not stated)	1	-7	-1	1	-7	-5	2	-4	1
COc1ccc(OC)c(C(=O)Cn2c3[n+](c4ccc(C(F)(F)F)cc42)CCCCC3)c1	-3	3	2	1	-3	0	1	0	6
CCCC(=O)Nc1ccccc1NC(=O)C1CCCCC1	-1	4	-3	4	-2	7	-9	-1	-10
C[N+]12CCC(CC1)C(OC(=O)C(O)(c1ccccc1)c1ccccc1)C2 (configuration not stated)	1	-3	-3	-3	3	4	1	8	7
Cn1c(C(O)c2ccc(Br)cc2)nc(Cl)c1Cl (configuration not stated)	11	-3	10	-4	-1	3	2	5	10
CCCCCCNCc1c(F)cccc1Cl	4	-4	5	-2	-2	-3	-5	6	2
Cc1ccc(OCC(=O)NC2CC(C)(C)NC(C)(C)C2)cc1C	-1	-3	1	-1	-1	3	4	6	-1
CCOC(=O)C(C)N1C(=O)S/C(=C/c2ccc3c(c2)n(C)c(=O)n3C)C1=O (configuration not stated)	-1	-47	0	-2	-5	0	-4	-8	5
COc1ccc(C(=O)OCC2CC(c3ccccc3)N(C)O2)cc1 (configuration not stated)	56*	-2	3	0	0	0	11	13	8
COc1ccc(NC(=O)Cc2ccc(C)cc2)cc1S(=O)(=O)N1CCCCC1	3	-4	5	-3	-3	-1	9	7	nt
COc1ccc(NC(=O)c2cc(-c3ccco3)nc3ccccc23)cc1	1	-4	0	-7	-4	-7	8	0	-3
Nc1c(C(=O)C2CC2)sc2nc3c(cc12)CCC3	1	4	-5	-4	-2	0	-2	4	16
COc1ccc(CNC(=O)c2ccccc2C(=O)O)cc1	-9	-3	2	2	0	5	2	0	0
CC(=O)NCC(=O)OCC(=O)c1ccc2ccccc2c1	-7	5	-3	-3	-4	-1	-2	1	1
O=C(COc1ccc2c(C(F)(F)F)cc(=O)oc2c1)Nc1ccc2c(c1)OCCO2	-5	-1	6	-2	2	7	2	7	2
CCN1C(=O)/C(=C/c2cn(C)nc2C)SC1=S	2	23	-1	0	0	1	4	2	0
CC1CN(C(=O)C2CCCC2)C(C)CN1C(=O)C1CCCC1 (configuration not stated)	-3	-2	1	2	-3	-2	-1	8	3
CC1(C)OC1COc1c2ccoc2cc2oc(=O)ccc12 (configuration not stated)	-3	1	4	-1	-3	-1	3	4	4
Cc1nnc(SCC2=C(C(=O)O)N3C(=O)C(NC(=O)Cn4nc(C(F)F)cc4C)C3SC2)s1 (configuration not stated)	8	1	10	-2	2	5	4	6	-2
CC(=O)Nc1ccc(C(=O)OCC(=O)N2CC3(C)CC2CC(C)(C)C3)cc1 (configuration not stated)	28	nt	17	-5	nt	nt	2	10	nt
O=C(Cc1n[nH]c(=O)c2ccccc12)OCC(=O)c1ccccc1	3	1	0	1	-2	6	0	-2	nt
COc1ccc(NC(=S)NC(C)c2ccncc2)cc1OC (configuration not stated)	1	-6	0	-5	-1	-7	-6	0	10
Cc1ccn2cc(CCNS(=O)(=O)c3ccc4c(c3)CCCC4)nc2c1	3	-3	22	-6	3	0	0	-2	1
O=C(CN1CCCN(S(=O)(=O)c2ccc(F)cc2)CC1)Nc1cccc(F)c1	-14	4	5	-2	-3	-1	2	0	-6
Nc1nc(-c2ccccc2)c(-c2ccc([N+](=O)[O-])cc2)s1	8	3	8	-6	-1	0	8	8	0
O=C1C(Cl)=C(N2CCOCC2)C(=O)N1c1ccccc1Cl	2	-7	-2	1	0	2	2	2	12
O=c1c2ccccc2nnn1CSc1nnc(-c2ccc3c(c2)OCO3)o1	4	-1	-1	-1	0	1	0	5	2
Cc1cc(C)n(C(C)CNS(=O)(=O)c2ccc(Cl)cc2)n1 (configuration not stated)	2	3	6	-3	-4	-7	4	9	7
COc1ccc(NC(=O)/C(=C\c2cc(OC)c(OC)cc2[N+](=O)[O-])NC(=O)c2ccccc2)cc1	-3	-2	1	1	5	9	2	4	1
